SIAE primary: inhibitors of human sialic acid acetylesterase SIAE; Q9HAT2; SIAE FP-Rh probe binding, fluorescence polarization; inhibition, % at 9.66 µM; 370,000 tested, 0.69% active; AID 1053197;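 active means inhibition above a cutoff: mean of compounds within the control limits plus 3 SD of those, cut at about 17% in these data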;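 further: 0% = plate median of compound wells and 100% = probe without SIAE protein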
Target sequence (Q9HAT2 whole entry, looked up): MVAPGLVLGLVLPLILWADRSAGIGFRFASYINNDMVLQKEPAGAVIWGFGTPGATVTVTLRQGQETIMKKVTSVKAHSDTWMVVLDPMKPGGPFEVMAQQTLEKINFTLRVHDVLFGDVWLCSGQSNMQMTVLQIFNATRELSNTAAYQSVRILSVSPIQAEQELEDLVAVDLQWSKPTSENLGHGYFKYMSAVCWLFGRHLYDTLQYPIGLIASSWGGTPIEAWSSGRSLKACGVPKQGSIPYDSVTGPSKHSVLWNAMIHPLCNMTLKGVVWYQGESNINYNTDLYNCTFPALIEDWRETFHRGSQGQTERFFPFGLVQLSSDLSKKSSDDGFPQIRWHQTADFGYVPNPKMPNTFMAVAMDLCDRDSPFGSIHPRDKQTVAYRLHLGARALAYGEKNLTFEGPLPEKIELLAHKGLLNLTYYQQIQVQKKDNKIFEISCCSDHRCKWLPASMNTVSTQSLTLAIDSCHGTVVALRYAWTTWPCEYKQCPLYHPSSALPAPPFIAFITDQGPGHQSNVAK
PRMT1 inh: blocks human protein arginine methyltransferase 1 | inhibition, % at 2.79 µM | recombinant PRMT1, activity-based probe fluorescence polarization | 370,000 tested, 1.3% active | AID 652257 | Q99873;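 active means inhibition above about 21% made by adding two undisclosed values, limit read from the data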
Target sequence (Q99873 whole entry, looked up): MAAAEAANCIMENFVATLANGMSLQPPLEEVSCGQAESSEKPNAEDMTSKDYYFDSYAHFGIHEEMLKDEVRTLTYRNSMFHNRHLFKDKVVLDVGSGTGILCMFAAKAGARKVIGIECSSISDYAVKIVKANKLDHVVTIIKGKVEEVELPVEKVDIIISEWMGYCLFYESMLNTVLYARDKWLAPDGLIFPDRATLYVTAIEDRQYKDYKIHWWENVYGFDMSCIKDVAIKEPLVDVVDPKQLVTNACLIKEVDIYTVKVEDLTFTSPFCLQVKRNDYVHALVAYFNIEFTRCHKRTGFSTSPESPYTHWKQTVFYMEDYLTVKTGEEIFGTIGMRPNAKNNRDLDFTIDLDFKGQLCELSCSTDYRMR
UHRF1 binding: blocks human UHRF1 binding to methylated DNA; Q96T88; inhibition, % at 4.4 µM; 370,000 tested, 0.75% active; UHRF1 binding to methylated oligo, TR-FRET; in the data active means inhibition above about 21%;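 further: UHRF1 SRA domain binding a hemimethylated CpG hairpin DNA probe; 0% = median of test compound wells and 100% = reference inhibitor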
ABHD4 inh: inhibitors of mouse ABHD4; Q8VD66; purified mABHD4, FP-Rh probe fluorescence polarization; inhibition, % at 8.92 µM; 370,000 tested, 0.54% active;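 active means inhibition exceeding the mean over every tested compound plus 3 SD, cut at about 30% in these data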;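 further: 0% = plate median of compound wells and 100% = S159A mutant with DMSO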
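Assay system: mABHD4 protein; medium: HEPES pH 7.0, NaCl, Pluronic buffer; dosing: 8.92 µM, single dose; schedule: 45 min + 60 min at 25 °C; signal: FP readout, ex 525 nm / em 598 nm; read-out: normalized percent inhibition of probe labeling; repeats: single replicate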
NPR2 activator: GC-B (human) receptor activation. AID 1920062. HEK293-GC-B cells, CNP EC30, cGMP TR-FRET; 0% at EC30 CNP, 100% saturating CNP. activation, % at 10 µM. 370,000 tested, 0.11% active;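 active means activation at 10 µM reaching about 35% in either raw or pattern-adjusted values, limit read from the data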
TCR-CD3 inh: inhibitors of human TCR-CD3 interaction. inhibition, % at 9.4 µM. TAMRA-labeled TCR probe fluorescence, biochemical. 360,000 tested, 0.37% active; in the data active means inhibition above about 19%;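 further: recombinant mutant TCR 2C K166C tagged with TAMRA read by polarization; 0% = receptor in buffer alone and 100% = receptor with positive control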
MBD2 inh: inhibitors of human MBD2 binding to methylated oligonucleotide; Q9UBB5; TR-FRET; inhibition, % at 4.4 µM; 370,000 tested, 0.31% active; AID 686964; in the data active means inhibition above about 13%
NPR1 activator: GC-A (human) enzyme activation; HEK293 GC-A cells, cGMP TR-FRET, EC30 ANP; 0% at EC30 ANP, 100% saturating ANP; AID 1671463; 370,000 tested, 0.14% active; P16066; activation, % at 10 µM; in the data active means activation above about 40%
rCAG binder: binds r(CAG) RNA repeats. r(CAG) RNA repeat, TO-PRO-1 dye displacement fluorescence. inhibition, % at 3 µM. 370,000 tested, 1.3% active. AID 651821;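 active means inhibition above the plate cutoff, the mean of all test compounds on that plate plus 3 SD, cut at about 35% in these data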;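 further: 0% = DMSO alone and 100% = 100 µM mitoxantrone as full dye displacement; higher means more dye released from RNA so lower well fluorescence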
HTRA1 inh: HTRA1 (human) protease inhibition; recombinant HTRA1, FP-rhodamine activity-based probe, fluorescence polarization; inhibition, % at 5.96 µM; 340,000 tested, 0.5% active; in the data active means inhibition above about 36%;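 further: 0% = enzyme with DMSO and 100% = wells lacking enzyme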
Active calls of the source: *; · = not tested or not shown.

SMILES	SIAE primary	PRMT1 inh	UHRF1 binding	ABHD4 inh	NPR2 activator	TCR-CD3 inh	MBD2 inh	NPR1 activator	rCAG binder	HTRA1 inh
N#CCCn1nnc2ccccc21	-0.6	-2.1	1.1	-2.5	0.3	3.3	-4.1	-4.7	-0.2	4.7
Clc1cccc(OCCCCN2CCCCC2)c1	-3.9	0.8	-0.2	9.3	-1.3	3.1	-0.1	3.7	-0.6	-2.2
NC(=O)c1c(NC(=O)CCCn2cnc([N+](=O)[O-])n2)sc2c1CCCC2	1.8	17.3	0.4	-1.5	4.6	4.5	1.0	2.0	2.5	-0.8
Cc1ccc(N2C(=O)N3[C@@H]4c5ccccc5OC[C@@H]4[C@@H](c4ccccc4)[C@@]3(C)C2=O)cc1	-4.6	-0.9	-0.9	-4.8	0.2	-10.2	1.3	-0.7	1.5	-41.6
O=C(O)c1ccc2c(c1)C(=O)N(c1ccc(Cl)cn1)C2=O	-2.6	0.6	1.1	0.5	-1.4	4.2	-5.0	1.9	4.2	-5.2
CC(C)(C)C(=O)Cn1c(=N)n(Cc2ccccc2Cl)c2ccccc21	3.9	-1.6	-0.5	2.9	6.3	7.2	-2.3	-2.9	2.4	-4.8
COc1ccc2nc(NN=Cc3cccc(C)n3)cc(C)c2c1	1.4	5.3	-3.2	16.3	2.0	-7.0	3.2	2.5	2.8	·
CCOc1ccc(S(=O)(=O)N2CCN(C(=S)NCc3ccco3)CC2)cc1	9.6	-4.0	-0.2	-7.5	0.9	7.7	4.2	0.7	3.0	-8.0
O=C(COC(=O)c1ccc(Br)o1)NC1CCCCC1	3.1	0.9	-0.1	11.4	3.5	2.1	0.2	1.6	-2.7	-4.4
CCCCNC(=O)N1CCN(C/C=C/c2ccccc2)CC1	0.6	-0.1	0.3	2.0	-1.4	5.6	1.9	-0.6	-4.4	3.5
CCOC(=O)N1CCC(=NNC(N)=O)CC1	3.4	1.8	3.9	3.1	-0.7	-7.9	6.8	2.9	1.2	-0.6
O=C(C1CCN(S(=O)(=O)c2cccc3cccnc23)CC1)N1CCN(c2ccccc2)CC1	-1.5	-3.2	4.3	-6.8	-1.7	-5.0	0.8	-4.3	4.4	-3.1
COc1ccc2oc(C(=O)OCC(=O)NCc3ccc(OC)c(OC)c3)c(C)c2c1	-6.7	-1.6	1.2	-2.4	-0.1	-3.1	-1.2	0.5	-0.2	-5.7
COC(=O)C1=C(C(=O)OC)C(c2ccc(OC)c(OC)c2)c2sc(=O)[nH]c2S1 (centres undefined)	1.1	6.9	0.0	1.4	-1.4	-8.3	5.0	0.4	-0.1	1.7
O=C(COC(=O)c1c(F)cccc1F)NCCNC(=O)COC(=O)c1c(F)cccc1F	-1.8	-7.3	-0.6	0.3	-4.0	0.4	6.3	2.4	-2.5	10.7
CCc1ccccc1NC(=O)COC(=O)c1c(C)nsc1NC	0.3	2.8	1.6	7.4	-1.4	6.0	-0.8	-2.2	0.4	10.2
CCOCCCNc1nc2c(-c3ccccc3)nnn2c2ccccc12	-5.4	0.4	-1.6	1.0	11.1	-0.6	-0.1	25.3	2.0	-7.5
COc1ccc(-n2nnnc2CNC(=O)c2ccc(S(=O)(=O)N3CCOCC3)cc2)cc1	-3.1	-2.4	0.1	0.7	-3.8	7.7	-0.7	1.2	1.1	2.8
CC(=O)N1CCCC(C(=O)c2ccc3c4c(cccc24)CC3)C1 (centres undefined)	7.2	2.5	-1.4	0.9	0.5	3.2	-0.1	1.2	4.6	1.6
Oc1ccc(-c2nncn2-c2ccccc2)cc1	-3.1	-3.5	-0.9	-2.0	-3.5	-2.0	0.3	-3.0	-1.1	5.4
Cc1ccc2c(c1)cc(C(=O)N[C@@H](Cc1ccccc1)C(=O)O)n2C	2.6	-2.6	0.3	3.0	0.8	0.2	-1.4	-2.5	18.7	3.8
NNC(=O)c1cc(C2CC2)nc2ccc(Br)cc12	-7.9	-6.2	-2.6	-15.9	0.3	0.4	2.0	-6.2	8.4	-23.5
Nc1nnc(SCC(=O)OCC(=O)Nc2ccc(Br)cc2F)s1	-4.1	-0.8	-2.2	0.1	-2.2	6.9	-3.0	3.6	5.8	8.1
O=C(NCCNC(=O)c1cc(Cl)ccc1Cl)c1cnccn1	-8.3	-0.9	-0.8	5.4	-1.2	4.3	-4.0	-3.2	3.0	1.6
C=CCOn1c(=O)c(-c2ccc(OC)cc2)[n+]([O-])c2ccccc21	1.2	-1.9	-2.4	1.4	7.8	4.6	-1.1	1.3	-0.8	12.4
O=C(NCCc1ccccc1)C(=O)Nc1ccc2c(c1)OCCO2	-5.3	-6.8	2.5	-1.3	-0.7	-0.1	-5.8	-0.2	-0.8	3.1
COc1ccccc1N1CC(C(=O)Nc2nnc(SCC(=O)NCC3CCCO3)s2)CC1=O (centres undefined)	-5.1	9.2	-0.3	4.7	3.0	-4.3	4.8	-1.1	2.0	2.8
C/C(=C\c1ccccc1)C(=O)Nc1cc(C)on1	0.4	2.2	1.4	-7.0	-0.2	-0.5	-5.0	-1.0	1.6	-7.6
CCOc1cccc(-c2c(C(=O)N/N=C/c3cccnc3)nnn2-c2nonc2N)c1	-5.9	-4.5	4.7	-12.5	1.4	9.9	0.9	0.9	1.5	-8.0
Cc1ccc(C(=O)NCCCn2ccnc2)o1	4.9	-0.1	1.2	7.0	4.8	0.5	0.8	0.9	-2.0	7.5
Fc1cccc(CCN2CCNC[C@@H]2Cc2ccccc2)c1	-1.3	-0.1	2.3	7.9	-6.4	-1.9	0.0	2.5	6.3	-0.3
CNC(=O)NC(=O)CSc1nc2ccccc2n1CCOC	-1.1	-0.3	-3.0	-3.9	4.9	4.9	-2.8	-2.0	0.2	-1.1
Cc1cc(C)c(S(=O)(=O)Nc2ccc3c4c(cccc24)CC3)c(C)c1	-3.1	0.4	0.2	-12.8	-3.9	6.5	3.1	-10.0	13.5	-43.9
COc1ccc(CCCc2nnc(SCC(=O)Nc3cc(C)ccc3C)o2)cc1	-5.2	-3.6	-2.5	-5.6	-0.4	0.6	-4.7	2.0	-7.0	-11.0
COc1ccc(C)cc1NC(=O)n1ncc2c(C)cccc21	-2.9	-3.3	-3.8	-1.5	-9.2	10.3	-1.9	-17.1	0.1	-5.9
CCN(Cc1ccccc1)C(=O)COC(=O)CNC(=O)c1ccc(C)s1	-1.6	-1.4	2.9	-1.3	-4.1	8.6	3.8	2.0	-5.0	-3.4
CC1CCCC(NC(=O)CCNC(=O)c2ccccc2Cl)C1C (centres undefined)	7.0	3.1	0.3	-1.3	4.7	-7.5	-0.5	2.0	-4.7	-0.1
Cn1cccc1C(=O)OCC(=O)NC(=O)NC1CCCCC1	-1.7	-1.5	3.0	-1.9	0.9	5.6	0.9	1.5	-5.8	-3.2
N#CC(=C=[N-])c1nc2ccccc2nc1-[n+]1cccc(NC(=O)c2ccccc2)c1	4.2	-7.0	-0.5	-1.1	1.1	1.7	0.2	-0.1	-1.1	1.4
Cc1ccc(N2C(=O)c3ccccc3C2=O)nc1	4.7	-6.6	1.6	-1.5	0.9	-7.7	-2.2	-1.1	0.1	10.1
COc1cc(C)c(S(=O)(=O)Nc2ccc(CC(=O)O)cc2)cc1C	8.8	-2.3	-2.6	-1.4	-2.1	3.6	1.4	4.1	2.0	-6.9
C[C@H](CO)N1C[C@H](C)[C@@H](CN(C)Cc2ccc(C(=O)O)cc2)Oc2ncc(Br)cc2C1=O	1.8	-4.2	-1.6	2.8	2.4	7.3	-2.2	-0.1	1.3	-2.7
COc1ccc(C(=O)C2CCN(C(=S)NCC3CCCO3)CC2)cc1 (centres undefined)	-12.4	0.6	-2.4	-2.0	-2.5	-1.9	-0.7	-6.3	-4.6	-1.9
COc1cccc(/C=C/C(=O)OCC(=O)NCCCc2ccccc2)c1OC	2.8	-1.1	-3.8	-2.5	4.6	0.0	0.1	0.1	-1.4	-1.3
CC(NC(=O)c1ccc(OC2CCN(S(=O)(=O)N(C)C)CC2)cc1)C1CC1 (centres undefined)	-6.5	3.2	1.4	1.3	3.4	-3.3	8.7	-2.5	-6.9	-13.1
CC1CCCN(c2ccc(C(=O)NCc3cccs3)cn2)C1 (centres undefined)	-4.2	1.3	0.3	-12.3	-4.3	3.1	3.4	1.9	-4.2	-10.9
Cc1cccc(C)c1NC(=O)C(c1ccc(C#N)cc1)n1c(=O)c(-c2ccccc2)nc2ccccc21 (centres undefined)	-26.0	5.7	5.3	-34.0	-5.1	-1.9	4.4	-4.2	10.5	·
Cc1noc(C)c1COC(=O)c1ccc2c(c1)S(=O)(=O)c1ccccc1C2=O	11.9	-1.7	9.7	-0.2	4.7	2.5	-0.6	2.8	0.7	5.4
Cc1ccc(C)c(CN2C(=O)CSc3ccc(C(=O)NCCN4CCOCC4)cc32)c1	-3.0	0.8	-3.6	-0.5	1.9	-3.2	-1.4	-1.1	-0.5	0.4
COC(=O)CCCCCNC(=S)Nc1ccc2[nH]c(=O)[nH]c2c1	-3.7	-3.4	-0.4	-2.3	0.8	-1.8	-1.8	1.6	-1.6	7.8
CC1CCCCN1CCn1cnc2c([nH]c3ccccc32)c1=O (centres undefined)	5.8	-4.6	1.6	2.4	4.0	3.9	2.2	4.1	-0.1	-2.2
Cc1ccc(N2CC(C(=O)Nc3ccc(N(C)C)cc3)CC2=O)cc1C (centres undefined)	2.1	14.3	0.0	3.8	7.4	-3.9	0.2	-2.8	8.1	13.3
Cc1nn(Cc2ccc([N+](=O)[O-])cc2)c(=O)n1-c1ccc(Cl)cc1	4.0	3.1	-1.6	-4.7	5.5	-7.8	6.8	1.6	-2.9	-5.9
O=C(NNC(=O)c1ccncc1)Nc1cccc([N+](=O)[O-])c1	0.1	4.3	1.6	2.5	-0.3	0.1	-0.1	5.7	0.5	-7.5
O=C(COC(=O)c1c(F)cccc1F)NC(=O)NCc1ccccc1	-1.4	1.8	2.3	3.3	7.9	-2.4	2.3	-1.5	-0.5	4.2
COc1ccc(C(=O)Cn2nnc(-c3ccc(N4CCOCC4)cc3)n2)cc1OC	-6.3	-0.5	4.8	-0.2	-1.9	-3.7	-4.2	4.2	2.5	-4.0
Cc1c(C)n(C)c2ccc(C(=O)NCCCN3CCCCC3)cc12	-4.1	-2.1	3.0	-11.6	-2.0	-3.6	4.1	-10.2	4.7	-1.0

Four of these compounds, set out differently.
Each structure is followed by: SIAE primary | PRMT1 inh | UHRF1 binding | ABHD4 inh | NPR2 activator | TCR-CD3 inh | MBD2 inh | NPR1 activator | rCAG binder | HTRA1 inh
CC1CCCCN1CCn1cnc2c([nH]c3ccccc32)c1=O (centres undefined)
    5.8 | -4.6 | 1.6 | 2.4 | 4.0 | 3.9 | 2.2 | 4.1 | -0.1 | -2.2
Cc1ccc(N2CC(C(=O)Nc3ccc(N(C)C)cc3)CC2=O)cc1C (centres undefined)
    2.1 | 14.3 | 0.0 | 3.8 | 7.4 | -3.9 | 0.2 | -2.8 | 8.1 | 13.3
Cc1nn(Cc2ccc([N+](=O)[O-])cc2)c(=O)n1-c1ccc(Cl)cc1
    4.0 | 3.1 | -1.6 | -4.7 | 5.5 | -7.8 | 6.8 | 1.6 | -2.9 | -5.9
O=C(NNC(=O)c1ccncc1)Nc1cccc([N+](=O)[O-])c1
    0.1 | 4.3 | 1.6 | 2.5 | -0.3 | 0.1 | -0.1 | 5.7 | 0.5 | -7.5

Screening data: PubChem BioAssay, several laboratories

A portion of the library; rates above refer to the full screens.
